DRD3 antagonist = D3 dopamine receptor (human) antagonism; max response, negative = inhibition, %; D3R cells, DiscoveRx beta-arrestin luminescence, antagonist mode; hits give low values; 360,000 compounds, 2.5% hits; P35462; in the data active = max response below about -50%; inconclusive = no clear call, values can overlap the other calls; note: % is set by controls: 0 for no effect and ±100 for the full control effect; mostly tested at two doses, the higher about 12 µM
Target sequence (P35462 whole entry, looked up): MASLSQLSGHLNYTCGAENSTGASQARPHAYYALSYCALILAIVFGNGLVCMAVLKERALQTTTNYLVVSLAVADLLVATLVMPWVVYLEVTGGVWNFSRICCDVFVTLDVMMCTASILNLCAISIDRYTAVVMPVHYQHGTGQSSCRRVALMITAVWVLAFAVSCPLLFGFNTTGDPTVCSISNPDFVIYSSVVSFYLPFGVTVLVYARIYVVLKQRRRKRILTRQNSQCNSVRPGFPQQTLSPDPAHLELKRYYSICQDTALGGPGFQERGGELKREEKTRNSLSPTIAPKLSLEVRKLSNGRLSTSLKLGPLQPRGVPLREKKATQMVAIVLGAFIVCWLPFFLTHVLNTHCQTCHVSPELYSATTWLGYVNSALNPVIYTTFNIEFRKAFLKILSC
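Cells expressing the human receptor were seeded at 1500 cells/well, incubated overnight at 37 degrees C in 5% CO2, then exposed to library compounds with dopamine controls for 90 minutes at 37 degrees C before luminescent detection.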
Akt phos inh = Akt phosphorylation inhibition. Neuro2A IGF-stimulated pAkt S473 HTRF, 20 min; hits give low values. activity change, % for hits at 50 µM. 360,000 compounds, 0.32% hits; in the data active = activity change below about -80%; inconclusive = mostly about -51% to -80%; note: % is set by controls: 0 for no effect and ±100 for the full control effect
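Single-point screen (50 µM final compound) in Neuro2A cells stimulated 20 min with 6 nM IGF at 37 deg C. After lysis, Ser473-phosphorylated Akt read by HTRF (ex 330 nm, em 615/665 nm) as the 665/615 ratio.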
EPAC2 antagonist = EPAC2 (human) antagonism; Q8WZA2; EPAC2 GEF exchange of Rap1B-BODIPY-GDP, fluorescence; Potency, µM (series often up to 114 µM), inactives show top-dose activity, negative = inhibition, hits mostly inhibitors; 360,000 compounds, 0.18% hits; AID 720708; note: potency is the fitted concentration of half-maximal effect; % is set by controls: 0 for no effect and ±100 for the full control effect; nearly all actives have a fitted effect of over 45% in size; many of its hits are not listed in these tables
DRD3 agonist = D3 dopamine receptor (human) agonism. P35462. D3R DiscoveRx beta-arrestin cells, luminescence, 90 min. max activation, %. 410,000 compounds, 0.58% hits. AID 652048; in the data active = max activation above about 30%; note: 0% is about no effect; mostly tested at two doses, the higher about 12 µM
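Agonist-mode cell screen: cells plated at 1500/well and incubated overnight at 37 °C, then exposed to library compounds for 90 min at 37 °C. Detection reagent was added for 30–60 min at room temperature, and luminescence was read.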
Mm-Cpn inhibitor = blocks the Methanococcus maripaludis chaperonin Mm-Cpn. purified Mm-Cpn ATPase, ADP Transcreener TR-FRET. Potency, µM (top dose mostly 76.9 µM), without a hit: top-dose activity, negative = inhibition, usual class: inhibitors. 330,000 compounds, 0.031% hits; note: potency is the fitted concentration of half-maximal effect; % is set by controls: 0 for no effect and ±100 for the full control effect; nearly all actives have a fitted effect of over 80% in size
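TR-FRET (320 nm excitation; 590 and 665 nm emission) reports ADP made from 10 uM ATP by 25 nM enzyme; compounds were preincubated 10 min, reaction run 30 min, both at 37°C.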
PTHR1 agonist = agonists of human PTHR1 parathyroid hormone receptor | AID 743266 | Potency, µM (series often up to 115 µM), for the others: at the highest dose activation, hits mostly activators | HEK293 GP2 PTHR1 cells, GloSensor cAMP luminescence, 1 h | 410,000 compounds, 0.075% hits | Q03431; note: potency is the fitted concentration of half-maximal effect; nearly all actives have a fitted effect of over 55% in size; some results filed as inactive show a strong effect at the top dose; inactives centre near -15; many of its hits are not listed in these tables
Target sequence (Q03431 whole entry, looked up): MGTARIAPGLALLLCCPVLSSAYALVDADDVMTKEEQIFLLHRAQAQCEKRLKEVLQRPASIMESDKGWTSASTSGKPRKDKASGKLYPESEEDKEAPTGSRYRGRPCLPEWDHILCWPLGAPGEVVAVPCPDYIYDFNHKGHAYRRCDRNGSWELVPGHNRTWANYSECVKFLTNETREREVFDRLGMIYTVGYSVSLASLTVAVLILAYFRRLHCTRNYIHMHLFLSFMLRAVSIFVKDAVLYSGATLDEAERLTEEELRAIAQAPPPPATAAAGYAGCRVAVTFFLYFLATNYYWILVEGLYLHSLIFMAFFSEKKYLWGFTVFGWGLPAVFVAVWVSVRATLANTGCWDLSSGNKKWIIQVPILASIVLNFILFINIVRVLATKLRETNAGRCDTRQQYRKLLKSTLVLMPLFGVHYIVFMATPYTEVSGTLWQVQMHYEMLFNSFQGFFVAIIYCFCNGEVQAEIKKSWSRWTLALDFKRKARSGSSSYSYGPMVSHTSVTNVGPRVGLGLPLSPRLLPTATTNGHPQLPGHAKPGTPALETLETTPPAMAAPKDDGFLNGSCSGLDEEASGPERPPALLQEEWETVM
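HEK-293-derived GP2 cells expressing PTHR1 and a GloSensor cAMP reporter, 3,000/well, plated overnight, given luciferin plus IBMX (each 0.5 mM as added) for 1 h at 37 °C, then compound for 1 h at 37 °C. Luminescence was read after 15 min at room temperature.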
EPAC2 ag = activates human EPAC2 exchange factor | Q8WZA2 | EPAC2 activation, biochemical qHTS; response scale: 100% = 6.5 mM cAMP response | Potency, µM (top dose mostly 154 µM), for the others: at the highest dose activation, usual class: activators | 360,000 compounds, 0.079% hits; note: potency is the fitted concentration of half-maximal effect; nearly all actives have a fitted effect of over 50% in size
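Exchange assay: 100 nM EPAC2 with 250 nM Rap1B-BODIPY-GDP and 50 uM GDP. Fluorescence (ex 480/em 540 nm) read every 5 min for 30 min at room temperature. Data normalized to 6.5 mM cAMP as agonist control.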
CCT modulator = cytosolic chaperonin activity modulation. activity change, % (concentration not given with the values), hits read low. 360,000 compounds, 0.3% hits. purified chaperonin ATPase assay, HTRF ADP detection, 30 min; in the data active = activity change below about -30%; note: % is set by controls: 0 for no effect and ±100 for the full control effect
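First, chaperonin was dispensed at 40 nM or 20 nM final depending on batch activity. Next, compounds were pinned at 76 uM and ATP added at 10 uM. After 30 min at 37 °C, ADP detection reagents ran 30 min at ambient temperature.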
* hit, by the source's call; i = inactive; ? = inconclusive; nt = not tested or not shown; [ ] = remark or other dose. Unless noted, calls come from the whole dose curve; as a rule, active = well fitted curve in the direction sought with a large enough effect; inconclusive = small, poorly fitted or top-dose-only effect, or another doubt; inactive = no such curve, though single readings can be large; an effect the other way counts as inactive or inconclusive. Not all compounds are listed, so the mix of outcomes need not match the whole.

Results follow in this order: PTHR1 agonist | DRD3 agonist | Akt phos inh | EPAC2 antagonist | Mm-Cpn inhibitor | DRD3 antagonist | EPAC2 ag | CCT modulator
1) O=C1Nc2ccccc2C(=O)N2[C@H](c3ccc(F)cc3)[C@@H]3C(=O)N(Cc4ccccc4)C(=O)[C@@H]3[C@H]12
 : i | 1.3 | i | -1.9% | 1.6% | -7.4 | 12.4% | -0.4
2) Nn1c(SCC(=O)Nc2ccc(F)cc2)nnc1-c1cccnc1
 : i | 4.7 | i | 1.8% | 0.4% | 21.2 | -5.6% | -4.2
3) CCN1CCC2(CCN(Cc3cn[nH]c3-c3ccc(OC)c(F)c3)C2)C1 (stereo not given)
 : 11.9% | -11.4 | i | -1.8% | -0.1% | -5.9 | 3.3% | -1.1
4) Cc1nc(NC(=O)c2ccccc2)sc1C1(C)CC(c2c(Cl)cccc2Cl)=NO1 (stereo not given)
 : -21.3% | -3.3 | i | 7.0% | -6.7% | 7.3 | 8.0% | -7.7
5) COc1ccc(N)c(C)c1
 : -20.2% | 14.5 | i | -6.9% | nt | 14.0 | -1.0% | -0.2
6) CCN1CCN(C(=S)Nc2sc(C)c(-c3ccccc3)c2C(=O)OC)CC1
 : -12.3% | -6.1 | i | -15.8% | ? | -26.7 | 0.2% | 0.2
7) Cc1cccc(CCNc2nc3ccccc3n3nnnc23)c1
 : i | -3.4 | -87.4%* | 2.9% | -2.1% | 11.8 | -6.2% | -0.5
8) COc1ccccc1C(=O)COC(=O)CCCN=C1NS(=O)(=O)c2ccccc21
 : i | 4.2 | i | 14.1% | 0.3% | -1.7 | -2.8% | 0.7
9) S=C(NCCCc1ccccc1)Nc1ccc(Cl)cc1
 : -30.7%[inhibitor] | 3.8 | i | -3.4% | -0.5% | 3.7 | 2.4% | 0.0
10) COc1ccc(Br)cc1S(=O)(=O)NCCc1cccs1
 : -14.7% | -4.0 | i | -19.2% | 0.4% | 4.1 | 9.5% | 1.8
11) O=C(NN1C(=O)/C(=C/C=C/c2ccco2)SC1=S)c1ccccc1O
 : -12.1% | 11.6 | i | 2.9% | -1.9% | 1.9 | 4.4% | -0.9
12) Cc1cc(C(=O)Nc2cccc3ccccc23)co1
 : 13.6% | -8.1 | i | 0.5% | -1.5% | 10.1 | 1.0% | 0.1
13) CN(C)C(=O)CCC(=O)N1CCCCC1C(=O)Nc1ccc(Oc2ccccc2F)cc1 (stereo not given)
 : -15.8% | 3.4 | i | -1.3% | -0.8% | 2.8 | 7.8% | 0.2
14) COCCN(C(=S)Nc1cccc(OC)c1)C(C)c1cccs1 (stereo not given)
 : i | -1.0 | i | -8.5% | 0.3% | 7.0 | 22.8% | -1.9
15) Cc1cc(-c2ccccc2)nc(N(C)NC(=O)c2cccc(C(F)(F)F)c2)c1S(C)(=O)=O
 : i | 0.3 | i | 0.0% | 1.1% | -1.8 | -10.7% | -0.2
16) CNC(=O)C(=O)Nc1nc(C23CC4CC(CC(C4)C2)C3)cs1
 : -10.9% | -7.6 | i | -29.7% | 2.4% | -6.7 | -2.5% | 0.3
17) CCc1ccc(-c2csc(NC(=O)c3cccnc3)n2)cc1
 : -51.5%[inhibitor] | 8.9 | i | -1.1% | -28.8% | 0.0 | 2.8% | -2.2
18) c1ccc(-c2nnc(-c3ccncc3)o2)cc1
 : -9.2%[57.5 µM] | 8.1 | i | 7.8% | -0.9% | 14.7 | -8.8% | 2.9
19) CN(C)c1cc(O)c(C(=S)Nc2ccccc2)c(N(C)C)c1
 : -9.7% | 7.8 | i | 8.3% | -9.4% | 6.5 | 10.2% | -0.6
20) N#Cc1ccc(C(=O)Nc2cc(-c3ccccc3)nn2-c2ccccc2)cc1
 : -41.2%[inhibitor] | 11.6 | i | -0.4% | -1.9% | 0.9 | 16.5% | -1.4

An excerpt from above with just DRD3 antagonist, Mm-Cpn inhibitor and EPAC2 ag.
no.	Structure	DRD3 antagonist	Mm-Cpn inhibitor	EPAC2 ag
2	Nn1c(SCC(=O)Nc2ccc(F)cc2)nnc1-c1cccnc1	21.2	0.4%	-5.6%
14	COCCN(C(=S)Nc1cccc(OC)c1)C(C)c1cccs1 (stereo not given)	7.0	0.3%	22.8%
3	CCN1CCC2(CCN(Cc3cn[nH]c3-c3ccc(OC)c(F)c3)C2)C1 (stereo not given)	-5.9	-0.1%	3.3%

Next section.
Results follow in this order: PTHR1 agonist | DRD3 agonist | Akt phos inh | EPAC2 antagonist | Mm-Cpn inhibitor | DRD3 antagonist | EPAC2 ag | CCT modulator
21) CC1(C(=O)NC2CCCCCCC2)CC1(Cl)Cl (stereo not given)
 : i | -13.5 | i | -5.9% | ? | -13.8 | -1.7% | -2.2
22) CSCCC(=O)N1CC[C@@H](N2CCN(c3ccccc3F)CC2)[C@H](O)C1
 : -13.2% | 1.2 | i | 0.6% | 1.5% | 1.3 | 9.2% | -1.6
23) CC1=NN(c2ccc(Cl)cc2)C(=O)C1C(c1cccc(O)c1)c1c(C)[nH]n(-c2ccc(Cl)cc2)c1=O (stereo not given)
 : -38.5%[inhibitor] | 0.0 | i | -16.6% | -2.0% | 104.4 | -5.8% | 0.7
24) CN(C1CCCCC1)S(=O)(=O)c1cccc(C#N)c1
 : i | -2.5 | i | -17.1% | -0.9% | -4.8 | 7.1% | -2.3
25) Cc1ccc(SC2=C(C(=O)O)CCCC2)cc1
 : i | -7.4 | i | -3.0% | -3.9% | 2.9 | 13.6% | 1.9
26) Cn1c(Cn2c(=O)sc3ccccc32)nnc1SCC(=O)Nc1ccc(Cl)cc1
 : -14.8% | -8.7 | i | 3.3% | -15.7% | -0.8 | 15.4% | -2.1
27) CCCN1C2=NCCCN2c2ccccc21
 : i | 15.1 | i | 4.4% | 0.1% | 14.1 | 10.9% | -0.5
28) CCC(CO)NCc1ccc(Br)cc1 (stereo not given)
 : ? | -8.8 | i | 1.9% | 2.8% | ? | -0.7% | -3.3
29) Cc1cccc(C(=O)NC2CC3CCCC(C2)N3Cc2ccccc2)c1 (stereo not given)
 : 5.2% | -29.7 | i | -3.3% | 0.0% | -111.6* | 7.1% | 1.0
30) O=C(CNC(=O)c1ccccc1C(F)(F)F)N/N=C/c1cccs1
 : i | 4.6 | i | 10.8% | -1.4% | -10.7 | 11.6% | -1.5
31) CCC(C)NC(=O)CSc1nnc(-c2cc(OC)c(OC)c(OC)c2)c(-c2cc(OC)c(OC)c(OC)c2)n1 (stereo not given)
 : i | -6.9 | i | 1.9% | -12.1% | 1.3 | -0.8% | 0.3
32) COc1ccccc1NC(=O)CSc1nccn1Cc1ccccc1
 : -21.3% | -4.2 | i | 6.4% | -0.6% | -7.4 | 9.1% | 0.9
33) CC1CCCC(C)N1CCCNC(=O)c1cc2c(s1)-c1ccccc1OC2 (stereo not given)
 : -17.1% | -23.2 | i | 8.0% | -9.9% | ? | 4.7% | 0.0
34) COc1cc(C(=O)NNC(=O)c2cc(S(=O)(=O)N(C)C)ccc2N2CCCC2)cc(OC)c1OC
 : 18.2% | -0.4 | i | -8.5% | 0.4% | -10.0 | 10.0% | -21.2
35) CCc1nc2ccc(C(=O)NCCc3c[nH]c4ccccc34)cn2c1N(C)Cc1nccn1C
 : 3.7% | 1.9 | i | 0.1% | nt | 4.3 | 8.8% | 0.0
36) Cc1ccccc1N1CCN(S(=O)(=O)Cc2ccccc2)CC1
 : -18.5% | 3.7 | i | -12.9% | 1.0% | -2.0 | 15.1% | -1.0
37) CC(=O)c1cccc(NS(C)(=O)=O)c1
 : -24.3% | 0.5 | i | 17.1% | 0.3% | 16.8 | 2.7% | 1.9
38) Clc1cccc(Cc2c(-c3cccc(Br)c3)nc3ccc(Cl)cn23)c1
 : -18.3% | 1.1 | i | 3.3% | nt | 1.7 | 9.8% | 0.1
39) Cc1ccc(S(=O)(=O)NCCC(=O)NC2CC2)cc1
 : i | -6.3 | nt | 2.4% | ? | 9.6 | 8.1% | 0.5
40) CCOC(=O)CNC(=O)c1cn(C)c(=O)c2cc(OC)c(OC)cc12
 : i | -4.7 | i | 7.9% | 0.2% | -17.6 | 4.3% | -0.8
41) CCOc1ccc(CN(C)C(=O)c2ccc(NS(=O)(=O)c3ccc4[nH]c(=O)[nH]c4c3)cc2)cc1
 : i | -4.2 | i | 5.4% | 1.1% | -2.5 | 3.6% | 1.2
42) NC(=O)C1CCN(C(=O)CCSc2ccccc2)CC1
 : i | -5.9 | i | 8.0% | 0.5% | -15.0 | -2.2% | 1.4
43) Cc1ccc(-c2cc(-c3ccccc3)nc(N/N=C/c3cccnc3)n2)cc1
 : -3.9% | 0.8 | i | -8.4% | nt | 24.9 | 14.3% | -0.9
44) O=C(O)[C@H]1CC=C[C@H]2CCN(Cc3ccc(Cl)c(Cl)c3)C(=O)[C@@H]12
 : i | 0.7 | i | -7.8% | 1.3% | 8.0 | 8.3% | 0.8
45) Cc1nc(NC(=O)/C=C/c2ccccc2)sc1C(=O)N1CCCCC1
 : 1.0% | 2.5 | i | -3.3% | -2.4% | -5.2 | 8.1% | -2.9
46) CCCCn1cnc2c(SCc3ccc(Cl)cc3)nc(N)nc21
 : -20.9% | -1.3 | i | -27.8% | nt | -10.4 | 10.2% | -2.2
47) Cc1cc(C(=O)CN2C(=O)C(=O)N(Cc3ccco3)C2=O)c(C)n1CCc1ccc(F)cc1
 : -17.6% | 0.2 | i | -3.0% | -1.1% | -8.2 | 12.7% | 1.1
48) Cc1ccc(C(C(=O)NC2CCCCC2)N(CC2CCCO2)C(=O)CCCC(=O)Nc2ccccn2)cc1 (stereo not given)
 : i | -10.1 | i | -3.1% | -1.5% | 8.3 | 1.3% | 0.4
49) COc1ccc2[nH]c3c(c2c1)CCN1C(=O)C(CC(=O)NCc2ccc(OC)c(OC)c2)C[C@H](C(=O)N2CCOCC2)[C@@]31C (stereo not given in full)
 : -26.1% | 3.7 | i | 12.8% | -0.4% | -2.5 | 2.2% | -1.3
50) CC(C)Oc1ccccc1/C=N/n1nnnc1N
 : -24.3% | -11.0 | i | -10.1% | nt | 4.2 | -0.1% | -0.8
51) O=C(N/N=C\c1ccc(OCC(=O)N2CCCC2)cc1)C(=O)Nc1ccccc1F
 : -9.6% | 1.2 | i | -22.1% | 1.6% | 19.0 | 8.6% | 2.3
52) CC(C)Sc1nnc([C@H](Cc2c[nH]c3ccccc23)NC(=O)OC(C)(C)C)o1
 : -4.1%[57.5 µM] | 1.9 | i | -10.4% | 0.5% | 21.6 | 11.3% | 0.8

Source: PubChem BioAssay (National Center for Advancing Translational Sciences (NCATS))
